# 14-3-3g Raf – modulators of 14-3-3 gamma protein binding, primary screen, biochemical, fluorescence polarization. 14-3-3 protein gamma (Homo sapiens), P61981. FP, 14-3-3gamma / TMR-pS259-Raf peptide binding. inhibition, % at 40 µM. 160,000 tested, 0.19% active; in the data active = inhibition above about 30%;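 note: 0% = protein plus tracer without compound and 100% = blank with tracer alone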
# Target sequence (P61981 whole entry, looked up): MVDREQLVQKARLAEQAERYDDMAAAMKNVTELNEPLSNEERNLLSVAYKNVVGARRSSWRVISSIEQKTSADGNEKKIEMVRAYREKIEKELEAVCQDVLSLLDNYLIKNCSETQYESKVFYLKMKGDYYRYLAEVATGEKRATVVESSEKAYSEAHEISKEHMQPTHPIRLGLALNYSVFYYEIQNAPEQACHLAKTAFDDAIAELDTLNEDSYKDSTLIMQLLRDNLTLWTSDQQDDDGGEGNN
# * = called active by the depositor; & = joins results of further samples. Some of the compounds tested; rates above refer to the full screens.
SMILES,14-3-3g Raf
Cc1cc(NC(=O)COc2ccc3ccccc3c2)nc2c1c(=O)oc1ccccc12,-14.3
O=C(O)c1ccc(C2Nc3c(F)cccc3C3C=CCC32)cc1 (stereo not drawn),-143.8
CCOc1ccccc1NC(=O)c1ccc(F)c(S(=O)(=O)N2CCc3ccccc32)c1,-12.3
O=C(CSc1nnnn1-c1ccccc1)Nc1ccc(Cl)cc1,-0.5
CCOC(=O)N1CCN(S(=O)(=O)c2c(C)cc(C)cc2C)CC1,-10.6
Cc1ccc(CNC(=O)c2ccccc2NC(=O)CSc2nnnn2C)cc1,-1.8
O=C(CN(Cc1ccc(F)cc1)S(=O)(=O)c1ccccc1)N1CCCCC1,2.5
O=C(NCCc1ccccc1)C1CCCN(S(=O)(=O)c2cccc3nsnc23)C1 (stereo not drawn),-7.3&-0.8
CCCCN(CC)CCNC(=O)c1cc2c(C)nc3ccccc3c2o1,-5.1
COc1ccc(Cl)cc1S(=O)(=O)N1CCN(C(=O)c2cc(OC)c(OC)c(OC)c2)CC1,-11.9&-1.3
CSCC[C@H](NC(=O)C1CCN(S(=O)(=O)c2ccc(C)cc2)CC1)C(=O)NCC1CCCO1 (stereo partly drawn),-7.4
COc1ccc(N2C(=O)C3C4c5ccccc5C(C)(c5ccccc54)C3C2=O)cc1 (stereo not drawn),6.9
CCOc1ccc2nc(C)cc(Nc3cccc(Cl)c3C)c2c1,-43.9
O=C(O)C(Cc1ccccc1)N1C(=O)C2C3CC(C(Br)C3Br)C2C1=O (stereo not drawn),-3.1
COc1cc2c(cc1OC)C(C(=O)O)C(c1cn(C)c3ccccc13)N(C)C2=O (stereo not drawn),-0.9
O=C(NCCc1ccccc1)c1ccc(-n2cnnn2)cc1,-1.7
CCCc1cc(=O)oc2cc(C)c3c(C)c(C)oc3c12,3.5
CC1CCN(CCNC(=O)C2(S(=O)(=O)c3ccc(Cl)cc3)CC2)CC1,-12.9
COc1cc2c(cc1OC)C(C(=O)N(C)Cc1ccccc1)C(c1cccnc1)N(C)C2=O (stereo not drawn),1.3
O=C(CN1CC(=O)Oc2ccccc21)OCC(=O)c1ccccc1,-8.7&-1.5
CSc1nnc(-c2cnccn2)n1CCCN1CCCC1=O,-9.6
N=C(N)c1ccc(OCCCCCOc2ccc(C(=N)N)cc2)cc1 (tested in a mixture with another compound),-3.4
COc1cccc(C(=O)Nc2c3c(nn2-c2ccccc2)CSC3)c1OC,-4.4
C=CCOC(=O)C1=C(C)NC(=O)NC1c1ccc(CC)cc1 (stereo not drawn),0.8
COC(=O)c1c(C)oc2ccc(OCC#N)cc12,-21.0

# Four structures from above, ordered by length of the SMILES, smallest number first:
SMILES,14-3-3g Raf
CCCCN(CC)CCNC(=O)c1cc2c(C)nc3ccccc3c2o1,-5.1
COc1ccc(N2C(=O)C3C4c5ccccc5C(C)(c5ccccc54)C3C2=O)cc1 (stereo not drawn),6.9
COc1cc2c(cc1OC)C(C(=O)N(C)Cc1ccccc1)C(c1cccnc1)N(C)C2=O (stereo not drawn),1.3
CSCC[C@H](NC(=O)C1CCN(S(=O)(=O)c2ccc(C)cc2)CC1)C(=O)NCC1CCCO1 (stereo partly drawn),-7.4

# Further compounds
SMILES,14-3-3g Raf
CC(=O)c1ccc(N2CCN(c3ccc(C(F)(F)F)cn3)CC2)cc1,-12.2
O=C(Cn1nnc(-c2ccccc2Cl)n1)Nc1ccc(Br)cc1,-3.5
Cc1ccc(NC(CSC(N)=O)=NS(=O)(=O)c2ccc(Cl)cc2)cc1,2.8
CCOc1ccccc1C(=O)N1CCN(c2ccccc2OCC)CC1,5.9
CCCCOc1ccc(N(CC(=O)NC2CCCC2)C(=O)CCC(=O)Nc2ccccn2)cc1,1.3
O=C(CSc1nccn1-c1cccc(Cl)c1)Nc1cc(C(F)(F)F)ccc1Cl,-5.1
O=C(O)C1CSC(c2ccc(O)c([N+](=O)[O-])c2)N1 (stereo not drawn),-1.1
Cc1ccc(CNC(=O)c2sccc2-n2cccc2)cc1,-1.0
CCOc1ccccc1N1CCN(C(=O)c2cc[n+]([O-])cc2)CC1,-5.8
O=C(O)C1CCN(C(=O)COc2ccc3c4c(c(=O)oc3c2)CCC4)CC1,4.7
CC(C)OC(=O)C1C(c2ccccc2)C(C(=O)O)C1c1ccccc1 (stereo not drawn),3.1
CN(C)CC(O)COc1ccc(C(C)(C)c2ccc(OCC(O)CN(C)C)cc2)cc1 (stereo not drawn),0.9
CC1CN(C(=O)c2ccc3c(c2)OCO3)CC(C)O1 (stereo not drawn),3.3
CCOC(=O)CSc1nc2ccccc2c(=O)n1Cc1ccco1,8.0
COc1ccc(CC(=O)N2CC(=O)Nc3ccc(Cl)cc3C2c2ccccc2)cc1OC (stereo not drawn),-0.9
O=C(O)CSc1nc(N2CCOCC2)nc(N(c2ccccc2)c2ccccc2)n1,-0.1
COc1cc(-c2cc(C(N)=O)on2)cc(OC)c1OC,0.1
COc1ccc(C2CC(c3ccccc3)=NN2S(=O)(=O)c2ccccc2)c(OC)c1 (stereo not drawn),-319.4
Cc1ccc(C(=O)CC(C(=O)O)n2cccn2)cc1 (stereo not drawn),-6.2
Cc1ccc(S(=O)(=O)NC(CC(=O)N2CCCCC2)c2ccco2)cc1 (stereo not drawn),-5.6
CN1CCN(c2ccc(Cl)cc2NC(=O)c2cccc(S(=O)(=O)N(C)C)c2)CC1,-18.9
Cn1c2c(c(=O)n(C)c1=O)C(c1cccc(I)c1)C1C(=O)c3ccccc3C1=N2 (stereo not drawn),-141.3
CCc1ccc(C(=O)CC2(O)C(=O)N(CN3CCOCC3)c3ccccc32)cc1 (stereo not drawn),-4.6
COC(=O)c1ccc(CSc2nnc(CNC(=O)COc3ccc(Cl)cc3)o2)o1,-5.0
CCc1ccccc1N(CC)C(=O)c1cc2cc3ccc(OC)cc3nc2o1,176.8*

# In the list so far, 3 contain two or more sulfur atoms:
SMILES,14-3-3g Raf
O=C(NCCc1ccccc1)C1CCCN(S(=O)(=O)c2cccc3nsnc23)C1 (stereo not drawn),-7.3&-0.8
CSCC[C@H](NC(=O)C1CCN(S(=O)(=O)c2ccc(C)cc2)CC1)C(=O)NCC1CCCO1 (stereo partly drawn),-7.4
Cc1ccc(NC(CSC(N)=O)=NS(=O)(=O)c2ccc(Cl)cc2)cc1,2.8

# Further compounds
SMILES,14-3-3g Raf
CC(=O)Nc1cccc(-c2nnc(-c3cccc(NC(C)=O)c3)o2)c1,3.2
O=C(NCc1cccs1)c1cc(-c2cccs2)on1,-6.2&-12.1
COc1ccc(C(=O)Nc2ccc3nc(N4CCCCC4)cc(C)c3c2)cc1[N+](=O)[O-],-75.2
OCCCCCNc1ncnc2ccc(Br)cc12,0.2
CC(C)C(=O)N1CC(=O)Nc2ccc(Br)cc2C1c1ccc(F)cc1 (stereo not drawn),4.3
CCOC(=O)Cn1c(=O)oc2cc(S(=O)(=O)N(C)Cc3ccco3)ccc21,1.9
Cc1ccc(C(=O)Nc2c(-c3cccs3)nc3ccccn23)cc1,-8.8
O=C(NCC1CCCO1)C(=O)Nc1ccc(Br)cc1 (stereo not drawn),-3.9
CCNc1sc(C(=O)c2cccs2)c(N)c1C#N,0.5
CN(c1ccc(F)cc1)S(=O)(=O)c1ccc2[nH]cc(C(=O)N3CCCCCC3)c(=O)c2c1,-1.8
CCCCN(CC)c1nc(-c2ccc(C)cc2)nc2ccccc12,-5.0
O=C(c1ccc(-c2cccc(C(F)(F)F)c2)o1)N1CCOCC1,-7.4
O=c1c2ccc([N+](=O)[O-])cc2sn1Cc1ccccc1,1.9
Cc1ccc(CSCCC(=O)NCCC2=CCCCC2)cc1,-2.8
CC(C)CC(NC=C1C(=O)OC(C)(C)OC1=O)C(=O)O (stereo not drawn),2.2
Cc1cccn2cc(-c3ccc(Cl)cc3)nc12,-8.7
COc1ccc(S(=O)(=O)NCCC(=O)NCc2ccc(F)cc2)cc1,-0.6&3.3
CC1Cc2ccccc2N1C(=O)C1CCCN(S(=O)(=O)c2cccc3nsnc23)C1 (stereo not drawn),0.0&-2.4
Cc1[nH]c2ccc(-c3nnc(SCC(=O)Nc4ccc(F)cc4)o3)cc2c1C,-6.1
O=C(O)CCC(=O)N1CCC(Cc2ccccc2)CC1,-10.1
CCn1cnc2cc(NCc3cccc(OC)c3OC)ccc21,6.2
O=C(Nc1cc([N+](=O)[O-])ccc1O)c1ccc([N+](=O)[O-])cc1,-6.3
O=C(Cc1c(C(=O)O)[nH]c2ccc(Cl)cc12)Nc1cccnc1,-6.9
Cc1ccc2c(C)nc(N=C(N)N)nc2c1,-5.6
COc1ccc(CCNC(=O)C2Cc3ccccc3CN2S(=O)(=O)c2ccc(F)cc2)cc1OC (stereo not drawn),0.5

# Pulled by structure from above, 6 records:
SMILES,14-3-3g Raf
OCCCCCNc1ncnc2ccc(Br)cc12,0.2
O=C(NCc1cccs1)c1cc(-c2cccs2)on1,-6.2&-12.1
CCOC(=O)Cn1c(=O)oc2cc(S(=O)(=O)N(C)Cc3ccco3)ccc21,1.9
O=C(c1ccc(-c2cccc(C(F)(F)F)c2)o1)N1CCOCC1,-7.4
O=c1c2ccc([N+](=O)[O-])cc2sn1Cc1ccccc1,1.9
CC1Cc2ccccc2N1C(=O)C1CCCN(S(=O)(=O)c2cccc3nsnc23)C1 (stereo not drawn),0.0&-2.4

# The list goes on:
SMILES,14-3-3g Raf
CC(C)CCNC(=O)CCNC(=O)c1ccc2c(c1)OCO2,8.1
COc1ccc(N2CCN(C(=O)C(CCSC)N=C3NS(=O)(=O)c4ccccc43)CC2)cc1 (stereo not drawn),4.9
O=C(CCN1CCN(CCO)CC1)Nc1ccc(OCc2ccccc2)cc1,-8.9
COc1ccccc1CN1C(=O)[C@@H]2C(CC(N)=O)NC3(C(=O)Nc4c3ccc(Cl)c4C)[C@@H]2C1=O (stereo partly drawn),-3.2
CCc1ccccc1N(C(=O)c1cccs1)C1C=CS(=O)(=O)C1 (stereo not drawn),5.2
COc1ccc2c(c1)CCc1c(C(=O)N3CCOCC3)noc1-2,-4.3
CN(Cc1ccccc1)c1nc2c(c(=O)[nH]c(=O)n2C)n1C,6.8
Cc1ccc(C(c2nnnn2C(C)(C)C)N(Cc2ccco2)Cc2cccs2)cc1 (stereo not drawn),0.8
COC(=O)C1Sc2[nH]c(=O)sc2C(c2cc([N+](=O)[O-])ccc2O)C1C(=O)OC (stereo not drawn),-15.3
Nc1sc2c(c1C(=O)NC1CCCCC1)CCCC2,-69.9
Cc1onc(-c2ccccc2Cl)c1C(=O)N1CCN(c2ccccn2)CC1,4.9
COc1ccc(-c2cc(=O)[nH]c(Sc3c(-c4ccccc4)c4cc(Cl)ccc4[nH]c3=O)n2)cc1,-11.2
CSc1cccc(NC(=O)C2CCC(CNS(=O)(=O)c3ccc(Br)s3)CC2)c1 (stereo not drawn),-7.3
O=C(Nc1ccc(F)cc1)C1CC(=O)N(Cc2ccc3c(c2)OCO3)C(=Nc2ccccc2)S1 (stereo not drawn),-1.0
COc1ccc(-n2c(CNC(=O)c3cccc4ccccc34)n[nH]c2=S)cc1,0.0
O=C(CCc1nc2sc3c(c2c(=O)[nH]1)CCCC3)NC1CCCCCC1,-10.6
Cc1ccc(-c2nc(CSCC(=O)N3CCOCC3)c(C)o2)cc1,-9.3
O=C(c1ccncc1)c1ccc(Br)cc1,-9.0
O=C1c2ccccc2C(Nc2ccc3c(c2)OCO3)N1Cc1ccco1 (stereo not drawn),4.8
CN=C1SC(C(=O)O)CC(=O)N1C (stereo not drawn),-2.0
O=C(CN1c2cccc3cccc(c23)S1(=O)=O)Nc1ccc(OC(F)(F)F)cc1,-29.8
CC(C)Oc1ccc(C(=O)Nc2cccc(-c3nc4ccccc4[nH]3)c2)cc1,1.6
O=[N+]([O-])c1ccc(C2=Nn3c(nnc3-c3ccc4c(c3)OCO4)SC2)cc1,2.2
Cc1ccc(N2CC(C(=O)NCC3CCCO3)CC2=O)cc1 (stereo not drawn),0.7
Cc1noc(C)c1COc1ccc(C(=O)OCC(=O)NC(=O)C2COc3ccccc3O2)cc1 (stereo not drawn),1.6
SMILES,14-3-3g Raf
Cc1ccc(Nc2ncnc(N)c2[N+](=O)[O-])cc1Cl,3.8
O=C(Nc1ccc(F)cc1)c1ccc2c(c1)OCCO2,-6.2
COc1ccc(C(=O)Sc2nc(C)cc(C)n2)cc1,-10.8
C/C(N)=C(/C#N)C(=O)COC(=O)c1cc(C)n(-c2ccc(F)cc2)c1C,-8.6
COc1ccc(C2Nc3ccc(C(=O)c4ccccc4)cc3NC3=C2C(=O)CC(C)(C)C3)cc1 (stereo not drawn),-4.2
CCOc1ccc(NC(=O)c2cc(OC)cc(OC)c2)c([N+](=O)[O-])c1,1.7
CCC(C)NC(=O)c1cc2c(=O)[nH]c3ccc(C)cc3c2s1 (stereo not drawn),6.0
CCC1CCCCN1S(=O)(=O)c1ccc(C(=O)Nc2nnc(C)o2)cc1 (stereo not drawn),0.1
Cc1ccc(C2C=C(c3ccc(Br)cc3)Nc3nc(CCCO)nn32)cc1 (stereo not drawn),-28.8
CCc1ccc2[nH]c(=O)c(CN(CCN(C)C)C(=O)Nc3ccccc3)cc2c1,-5.1
CCC1(CC)Cc2ccccc2-c2nc(CN3CCOCC3)[nH]c(=O)c21,-7.3
CCCCOc1cccc(C(=O)Nc2ccc3c(c2)OCCO3)c1,-5.8
CS(=O)(=O)N1CCC(NC(=O)Cc2ccccc2)CC1,-14.4
COc1ccc(N(C)C(=O)c2cn(C)c(=O)c3cc(OC)c(OC)cc23)cc1,-3.5
COc1ccc(C2=NN(c3nc(-c4ccc(S(=O)(=O)N5CCCC5)cc4)cs3)C(c3ccc(OC)cc3)C2)cc1 (stereo not drawn),-12.5
COC(=O)CCCC(=O)N1CCCCC1c1cccnc1 (stereo not drawn),-3.6
C=CCOn1c(=O)c(C)[n+]([O-])c2ccccc21,-3.7
Cc1cc(C2(c3ccc(O)c(C)c3)OC(=O)c3ccccc32)ccc1O,-57.8
C1CCN=C(Nc2nc3c(s2)CCCC3)CC1,-2.5
C=CCn1c(-c2ccccc2)csc1=Nc1ccccc1C,-5.8
COc1ccc(-c2noc(COc3ccc(C(C)C)cc3)n2)cc1,-138.7
Cn1c(=O)c2c(ncn2CC(=O)N(Cc2ccccc2)c2ccccn2)n(C)c1=O,1.3
CC(C)(C)OC(=O)N1CCC[C@H]1c1nnc(SCc2ccc(Cl)cc2Cl)o1,-3.5
Cc1nc(SCC(=O)Nc2ccc3c(c2)OCCO3)c2c3c(sc2n1)CCC3,0.5
CCOC(=O)c1c(NC(=O)c2ccc(S(=O)(=O)N(C)C3CCCCC3)cc2)sc2c1CC(C)(C)NC2(C)C,-2.7
